Jurkat NFkB inh: lowers PMA/ionomycin-induced NF-kB signal in Jurkat cells. PMA/ionomycin-induced NF-kB luciferase reporter, luminescence. inhibition, % at 4 µM. 330,000 compounds, 0.53% hits. AID 435003
UBC13 polyUb: blocks human UBC13 polyubiquitin chain formation. P61088. TR-FRET. inhibition, % at 20 µM. 330,000 compounds, 0.47% hits. AID 485273; in the data active = inhibition above about 45%, passing the limit was not always enough
Target sequence (P61088 whole entry, looked up): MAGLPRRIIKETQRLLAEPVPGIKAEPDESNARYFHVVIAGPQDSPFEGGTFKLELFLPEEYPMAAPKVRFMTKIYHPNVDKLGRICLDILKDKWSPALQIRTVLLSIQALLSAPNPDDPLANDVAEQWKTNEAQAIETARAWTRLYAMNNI
EBI2 block: EBI2 (human) antagonism; P32249; EBI2 beta-arrestin recruitment, luminescence, 7a,25-OHC stimulated; inhibition, % at 5 µM; 360,000 compounds, 0.81% hits; AID 651636; in the data active = inhibition above about 38%;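 note: enzyme fragment complementation signal reports receptor beta-arrestin coupling in cells; 0% = agonist plus DMSO wells and 100% = wells without agonist; some results beyond the cut were filed as inactive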
Target sequence (P32249 whole entry, looked up, the tested form may be a part): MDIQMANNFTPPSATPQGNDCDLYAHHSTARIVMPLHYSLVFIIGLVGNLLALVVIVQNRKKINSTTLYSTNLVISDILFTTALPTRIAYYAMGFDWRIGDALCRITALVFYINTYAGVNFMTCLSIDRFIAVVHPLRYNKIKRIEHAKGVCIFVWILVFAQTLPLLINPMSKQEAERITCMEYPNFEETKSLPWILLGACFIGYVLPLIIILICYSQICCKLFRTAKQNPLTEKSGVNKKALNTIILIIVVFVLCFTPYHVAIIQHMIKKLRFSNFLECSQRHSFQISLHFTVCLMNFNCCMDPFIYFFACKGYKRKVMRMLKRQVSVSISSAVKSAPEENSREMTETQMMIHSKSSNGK
697 NFkB inh: inhibitors of the PMA/ionomycin-induced NF-kB reporter in 697 B cells. 697 B-cell NF-kB luciferase reporter, 16 h. inhibition, % at 4 µM. 330,000 compounds, 0.33% hits. AID 435022; in the data active = inhibition above about 35%
SENP8 inh: SENP8 protease inhibition; Q96LD8; AID 2540; purified SENP8, Z-RLRGG-aminoluciferin cleavage, luminescence; 330,000 compounds, 1.2% hits; inhibition, % at 10 µM
Apaf-1 inh: inhibitors of human Apaf-1 apoptosome | inhibition, % at 20 µM | 330,000 compounds, 0.71% hits | O14727 | reconstituted apoptosome caspase-3 activity, DEVD-Rh110 fluorescence; active = inhibition of at least 40% at 20 µM;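 note: plate controls were DMSO wells for no effect and DEVD-CHO caspase inhibitor wells for full effect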
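Material: reconstituted apoptosome with Apaf-1, cytochrome c, caspase-9, procaspase-3, dATP; medium: pH 7.5 Hepes buffer with CHAPS, BSA, DTT; also added: cytochrome c and DEVD-Rh110 substrate; timing: 30 min plus 50 min, RT; signal: Rh110 fluorescence intensity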
CCR6 antag: CCR6 (human) receptor antagonism | CHO-K1 CCR6 PathHunter beta-arrestin, luminescence, CCL20-stimulated | inhibition, % at 20 µM | 340,000 compounds, 0.49% hits | AID 493098;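 active = compounds whose inhibition of the agonist-driven luminescence signal at 20 µM reaches about 50%, limit read from the data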;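 note: cells stimulated with CCL20 at 14 nM final; plate controls were DMSO with CCL20 for no effect and DMSO without agonist for full effect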
Target sequence (P51684 whole entry, looked up): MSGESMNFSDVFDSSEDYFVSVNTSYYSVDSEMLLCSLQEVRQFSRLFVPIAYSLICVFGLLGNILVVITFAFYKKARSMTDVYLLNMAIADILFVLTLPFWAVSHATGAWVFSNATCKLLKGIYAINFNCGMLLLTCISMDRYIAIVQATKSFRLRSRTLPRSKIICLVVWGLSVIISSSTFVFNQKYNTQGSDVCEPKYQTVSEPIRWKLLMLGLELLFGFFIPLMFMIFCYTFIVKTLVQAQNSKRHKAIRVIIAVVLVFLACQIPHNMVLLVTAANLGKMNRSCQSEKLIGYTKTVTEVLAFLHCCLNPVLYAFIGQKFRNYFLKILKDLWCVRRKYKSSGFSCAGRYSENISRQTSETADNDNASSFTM
Gli-Sufu block: antagonists of Gli-Sufu signaling. AID 588413. 340,000 compounds, 0.74% hits. Sufu-KO-LIGHT fibroblasts, Gli luciferase reporter luminescence. inhibition, % at 5 µM;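 active = inhibition above about 55%, limit read from the data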;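 note: 0% = DMSO-treated cells and 100% = wells with medium but no cells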
* marks the source's active call; other numbers are inactive results; nt = not tested or not shown. Cut-off read from the data, not from the text of the source, unless noted: active = inhibition above about 50%; inactive = the rest. The list is partial, so the mix of outcomes need not match the whole.

1	O=c1onc(-c2ccc(Cl)cc2Cl)n1-c1cccnc1
2	CCN1CCc2c(sc(NC(=S)NC(=O)c3ccccc3)c2C#N)C1
3	Cc1nc(N)c(C#N)c(-c2ccccc2Cl)c1C
4	CCC1CCCCN1C(=O)CSc1nc2c(c(=O)n1C)SC(C)C2 (stereo unspecified)
5	O=C(NCCN1CCCCC1)c1ccc2c(c1)OCCO2
6	Cc1cccc(NC(=O)C(=O)NCC2CCCO2)c1 (stereo unspecified)

Compound	1	2	3	4	5	6
Jurkat NFkB inh	10	-56	20	1	-65	-60
UBC13 polyUb	6	-17	8	-11	15	6
EBI2 block	-4	-8	-6	2	-12	4
697 NFkB inh	3	-63	-4	-11	5	-39
SENP8 inh	6	14	8	0	-7	-19
Apaf-1 inh	-1	5	3	-3	3	-13
CCR6 antag	-15	35	11	22	14	-1
Gli-Sufu block	-4	-24	-4	1	15	-66

Complete entries, looked up by structure:
CCN1CCc2c(sc(NC(=S)NC(=O)c3ccccc3)c2C#N)C1 in the list: Jurkat NFkB inh: -56; UBC13 polyUb: -17; EBI2 block: -8; 697 NFkB inh: -63; SENP8 inh: 14; Apaf-1 inh: 5; CCR6 antag: 35; Gli-Sufu block: -24
O=C(NCCN1CCCCC1)c1ccc2c(c1)OCCO2 in the list: Jurkat NFkB inh: -65; UBC13 polyUb: 15; EBI2 block: -12; 697 NFkB inh: 5; SENP8 inh: -7; Apaf-1 inh: 3; CCR6 antag: 14; Gli-Sufu block: 15

Following part.
7	Cc1ccc(S(=O)(=O)N(C)c2ccc(OCC(=O)OCc3ccc(C#N)cc3)cc2)cc1
8	COc1ccc(-n2cc(C(=O)c3ccccc3O)cn2)cc1
9	COc1ccc(/C=N/n2c(C)nc3c([nH]c4ccccc43)c2=O)cc1CN1CCCC(C)(C)C1
10	Cc1c(C(=O)N(Cc2nccn2C)C(C)C)oc2c(F)cccc12
11	O=C(CSc1ncnc2c1cnn2CCO)Nc1cccc(C(F)(F)F)c1
12	CCOC(=O)C1CN(S(=O)(=O)c2ccc(OC)cc2)c2cc(CC(=O)OC)ccc2O1 (stereo unspecified)

Compound	7	8	9	10	11	12
Jurkat NFkB inh	9	-82	-4	7	4	-9
UBC13 polyUb	11	4	-8	0	-6	-5
EBI2 block	-4	2	9	-2	-11	9
697 NFkB inh	13	-194	7	-11	16	-4
SENP8 inh	-11	94*	-6	11	2	3
Apaf-1 inh	6	13	14	-4	-2	18
CCR6 antag	12	1	10	18	-11	14
Gli-Sufu block	-7	-9	2	-8	0	-2

13	CC(C)CN(Cc1c(O)ccc2ccccc12)CC(C)C
14	CC(C)[C@H](NC(=O)c1ccccc1F)C(=O)NC1CCCCC1
15	C/C(CC(=O)Nc1ccc([N+](=O)[O-])cc1)=N\NC(=O)c1ccccc1O
16	O=C(CN(C(=O)Cn1nnc(-c2ccc(F)cc2)n1)c1ccc(F)c(Cl)c1)NCC1CCCO1 (stereo unspecified)
17	O=S1(=O)CCC(NC(=S)N2CCCCC2)C1 (stereo unspecified)
18	O=C(NCc1ccccn1)c1cc2ccccc2oc1=O

Compound	13	14	15	16	17	18
Jurkat NFkB inh	2	8	3	-8	-14	-20
UBC13 polyUb	3	-3	1	5	-5	-7
EBI2 block	-12	0	1	0	-13	-6
697 NFkB inh	6	17	13	12	-16	13
SENP8 inh	-5	-1	5	3	-2	-10
Apaf-1 inh	11	-5	-4	-1	-3	-2
CCR6 antag	-6	-3	18	-9	10	23
Gli-Sufu block	2	1	2	-4	-8	0

19	COc1cccc(N2C(=O)CN(Cc3ccccc3)C2=S)c1
20	Cc1cc(F)c(F)c(C(=O)N2C(C)CCCC2C)c1Cl (stereo unspecified)
21	COc1ccc(S(=O)(=O)N2CCN(CC(=O)NC(Cc3ccccc3)C(C)=O)CC2)cc1 (stereo unspecified)
22	O=C(CCNC(=O)c1ccc(Br)cc1)NCC1COc2ccccc2O1 (stereo unspecified)
23	Clc1ccc(CN2CCC(Cc3ccccc3)CC2)cc1
24	CN(Cc1cccs1)C(=O)CSc1nnnn1C

Compound	19	20	21	22	23	24
Jurkat NFkB inh	8	8	6	-9	-9	9
UBC13 polyUb	0	8	32	-5	-2	3
EBI2 block	4	8	-7	1	1	-7
697 NFkB inh	1	21	5	-13	0	1
SENP8 inh	2	-1	7	-2	-4	2
Apaf-1 inh	7	-4	-1	12	0	-15
CCR6 antag	11	7	-8	16	14	3
Gli-Sufu block	2	0	-1	-38	12	0

25	Cc1onc(-c2c(Cl)cccc2Cl)c1C(=O)O/N=C(\C#N)c1c(Cl)cccc1Cl
26	COc1ccc(OCc2nnc(SCC(=O)Nc3nnc(C4CC4)s3)n2C)cc1
27	CCN(CC)c1ccc(NC(=O)c2ccccc2)cc1S(=O)(=O)Nc1ccccc1OC
28	COc1ccc(C(=O)Nc2ccc(NC(=O)c3ccccc3F)cn2)cc1
29	COC(=O)[C@@H]1C[C@]2(Br)c3ccccc3N(S(=O)(=O)c3ccccc3)[C@@H]2N1C(=O)OC
30	Cc1c(O)c(=O)c2ccccc2n1C

Compound	25	26	27	28	29	30
Jurkat NFkB inh	-7	16	2	9	-4	-7
UBC13 polyUb	8	-2	-3	1	13	17
EBI2 block	-2	-9	11	8	1	-7
697 NFkB inh	23	10	-7	6	19	5
SENP8 inh	-6	7	-2	2	1	2
Apaf-1 inh	-2	-3	-6	-1	-1	-2
CCR6 antag	5	10	11	20	3	1
Gli-Sufu block	8	-2	21	-3	-7	16

An excerpt from above, reduced to SENP8 inh:
cpd	compound	SENP8 inh
25	Cc1onc(-c2c(Cl)cccc2Cl)c1C(=O)O/N=C(\C#N)c1c(Cl)cccc1Cl	-6
26	COc1ccc(OCc2nnc(SCC(=O)Nc3nnc(C4CC4)s3)n2C)cc1	7
27	CCN(CC)c1ccc(NC(=O)c2ccccc2)cc1S(=O)(=O)Nc1ccccc1OC	-2
28	COc1ccc(C(=O)Nc2ccc(NC(=O)c3ccccc3F)cn2)cc1	2
29	COC(=O)[C@@H]1C[C@]2(Br)c3ccccc3N(S(=O)(=O)c3ccccc3)[C@@H]2N1C(=O)OC	1

(listing goes on)
31	COc1cc(C(=O)NCCC(=O)NCc2c(F)cc(F)cc2F)cc(OC)c1OC
32	Cc1c(C(=O)c2ccc(Cl)c(Cl)c2)cnc2cc3c(cc12)OCO3
33	CCC(=O)N1CCc2cc(Br)cc(S(=O)(=O)N3CCCC(C(=O)O)C3)c21 (stereo unspecified)
34	CCOC(=O)CN1C(=O)C(=O)c2cc(C)ccc21
35	CNS(=O)(=O)c1cc(C(=O)OCC(=O)NC2CCCc3ccccc32)ccc1Cl (stereo unspecified)
36	CCN(CC)C(=O)Cn1cnc2sc(C(=O)N3CCN(c4ccc(F)cc4)CC3)c(C)c2c1=O

Compound	31	32	33	34	35	36
Jurkat NFkB inh	14	-1	5	-3	23	-2
UBC13 polyUb	9	11	-1	-9	3	-1
EBI2 block	-3	25	3	0	2	0
697 NFkB inh	3	-4	5	12	1	0
SENP8 inh	-3	-2	2	-5	10	-2
Apaf-1 inh	-4	18	-9	-4	-2	8
CCR6 antag	1	14	12	16	-6	9
Gli-Sufu block	-7	10	-3	1	-17	-12

(next part)
Abbreviations: A = Jurkat NFkB inh; B = UBC13 polyUb; C = EBI2 block; D = 697 NFkB inh; E = SENP8 inh; F = Apaf-1 inh; G = CCR6 antag; H = Gli-Sufu block
37. CCC(C)(C)n1nnnc1C(c1ccc2ncccc2c1)N1CCN(c2ccc(O)cc2)CC1 (stereo unspecified)
  A: 9; B: 4; C: 3; D: 4; E: 1; F: -2; G: 1; H: 0
38. Cc1cc(C)c(C(=O)COc2cccnc2[N+](=O)[O-])cc1C
  A: 5; B: 3; C: 8; D: 19; E: -3; F: 16; G: -8; H: 6
39. Cc1oc2c(c(C)cc3oc(=O)c(CC(=O)NCC(=O)NCC(=O)O)c(C)c32)c1C
  A: -3; B: -1; C: 1; D: 7; E: -4; F: 10; G: nt; H: nt
40. Clc1ccc(-c2cn3cccnc3n2)cc1
  A: -68; B: 9; C: 1; D: -39; E: -14; F: 4; G: 0; H: -36
41. COc1cc(C(=O)Oc2cc(N)n(S(=O)(=O)c3ccc(F)cc3)n2)cc(OC)c1OC
  A: 1; B: 4; C: 3; D: 14; E: -2; F: 0; G: 3; H: 2
42. CCOC(=O)Cn1c(=N)n(CCOc2ccc(Br)cc2)c2ccccc21
  A: 11; B: 33; C: 4; D: -28; E: -5; F: -12; G: 0; H: -11
43. Cc1nnc(N(Cc2ccco2)C(=O)c2ccno2)s1
  A: -3; B: -1; C: 1; D: -5; E: 1; F: -8; G: -11; H: 0
44. Cn1c(CC(=O)Nc2ccccc2F)nnc1SCC(=O)NC1CCCC1
  A: -8; B: 0; C: -4; D: 5; E: 2; F: 2; G: 6; H: -21
45. Cc1cc(NC(=O)CSCC(=O)Nc2ccccc2OC(F)F)no1
  A: 11; B: 1; C: -1; D: 20; E: 5; F: -1; G: 4; H: -6
46. C=C(CC[C@@H](O)C(C)(C)O)[C@H]1CC[C@]2(C)[C@@H]1CCC1[C@@]3(C)CCC(=O)C(C)(C)C3CC[C@]12C (stereo partly specified)
  A: 2; B: 16; C: 18; D: -19; E: -3; F: 28; G: 13; H: -6
47. CCOC(=O)c1sc(NS(=O)(=O)c2ccc(NC(C)=O)cc2)nc1C
  A: -25; B: -8; C: 2; D: -40; E: 4; F: -15; G: -5; H: -16
48. O=C(Nc1ccccc1C(=O)Nc1ccccc1)c1ccccc1Br
  A: 9; B: 4; C: -1; D: -3; E: -3; F: -9; G: 1; H: 9
49. COc1ccc(C(=O)Nc2cc3c4c(c2)CC(=O)N4CCC3)c(OC)c1
  A: -64; B: 0; C: 2; D: -15; E: -9; F: 9; G: 13; H: -37
50. O=C(O)C1=C[C@H](c2ccc3c(c2)OCO3)C[C@H](OCc2ccc(CO)cc2)O1
  A: -6; B: -10; C: -1; D: -8; E: -4; F: -6; G: -4; H: 24
51. CC(C)c1cc(C(=O)N/N=C/c2ccco2)n[nH]1
  A: -38; B: -2; C: -9; D: -32; E: -3; F: -5; G: 12; H: -35

Taken from above:
cpd 32 in Apaf-1 inh has 18
cpd 44 in SENP8 inh has 2

Additional entries:
Abbreviations: A = Jurkat NFkB inh; B = UBC13 polyUb; C = EBI2 block; D = 697 NFkB inh; E = SENP8 inh; F = Apaf-1 inh; G = CCR6 antag; H = Gli-Sufu block
52. CCOc1ccc2nc(NCCCNC(=O)c3cc(OC)c(OC)c(OC)c3)c(C#N)cc2c1
  A: -7; B: 10; C: 8; D: 10; E: -7; F: -9; G: 0; H: 3
53. CC(CN(C)Cc1ccccc1)OC(=O)c1ccc(F)cc1 (stereo unspecified)
  A: 15; B: 10; C: -2; D: 2; E: -3; F: -4; G: 10; H: -2
54. Cc1ccc(/C=N/n2cnc3sc4c(c3c2=O)CCCC4)o1
  A: -14; B: -7; C: -10; D: -13; E: -8; F: 7; G: 2; H: -14
55. CC(C)NC(=O)Cn1c(SCC(=O)NC2CCCC2)nc2ccccc21
  A: 6; B: -3; C: 15; D: 25; E: 2; F: -7; G: 5; H: 14
56. CC(=O)N1CCC(c2c[nH]c3ccccc23)CC1
  A: 22; B: 4; C: -13; D: 10; E: -7; F: -4; G: 11; H: -1
57. Cc1noc(C)c1S(=O)(=O)N1CCC(C(=O)N2CCN(Cc3ccc4c(c3)OCO4)CC2)CC1
  A: 10; B: 4; C: 6; D: -2; E: -5; F: -1; G: 7; H: -5

Exported with bars between the fields: entries from further up
nr | Molecule | Jurkat NFkB inh | UBC13 polyUb | EBI2 block | 697 NFkB inh | SENP8 inh | Apaf-1 inh | CCR6 antag | Gli-Sufu block
53 | CC(CN(C)Cc1ccccc1)OC(=O)c1ccc(F)cc1 (stereo unspecified) | 15 | 10 | -2 | 2 | -3 | -4 | 10 | -2
54 | Cc1ccc(/C=N/n2cnc3sc4c(c3c2=O)CCCC4)o1 | -14 | -7 | -10 | -13 | -8 | 7 | 2 | -14
